Screens (PubChem)
bCat nuc transl = alters nuclear translocation of beta-catenin in HeLa cells | immunofluorescence imaging | nuclear translocation activity, % at 5 µM | 190,000 compounds, 0.3% hits | AID 1665;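 active means nuclear translocation activity above 50% at 5 µM, with a well cell count of 50 or more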;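 further: per-cell ratio of nuclear to cytoplasmic median beta-catenin stain intensity; plate controls were DMSO negative control for no effect and GSK-3 inhibitor IX positive control for full effect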
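System: Human HeLa cells, endogenous beta-catenin | Compound dosing: 5 µM primary, 0.02–20 µM confirmation | Timing: 24 h compound exposure at 37°C, 5% CO2 | Measured by: Fluorescence imaging of beta-catenin antibody stain plus DAPI | Read-out basis: % activation of per-cell nuclear versus cytoplasmic median beta-catenin signal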
WT yeast gro inh = growth inhibition of WT yeast, mitochondrial fusion screen | mitochondrial fusion phenotypic screen, WT strain | inhibition, % at 10 µM | 190,000 compounds, 2.1% hits | AID 1362; in the data active means inhibition above about 58%; tested in S. cerevisiae
Dynein cargo inh = dynein cargo transport inhibition | 3617.4 mouse cells, GR-EGFP nuclear translocation imaging; test concentration mostly 20 µM; stimulated with dexamethasone, 1 µM; active compounds read low | z-score, hits read low | 220,000 compounds, 0.47% hits;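 active means plate z-score of nuclear minus cytoplasmic receptor signal below a set negative limit, without overly bright fluorescence or cell loss, cut at about -3.5 in these data, passing the limit was not always enough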;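 further: z-score of nuclear minus cytoplasmic ring GR-EGFP intensity difference per well; some compounds called inactive have numbers as strong as hits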
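Buffer or medium: tet-free, stripped-serum medium; reagent: dexamethasone at 1.0 µM final, 30 min; incubation: 48 h induction, 1 h compound, 30 min dex at 37 °C; measured by: formaldehyde fixation, Hoechst nuclear stain, 10x automated fluorescence imaging; read-out: nuclear-to-cytoplasmic GR-EGFP distribution per well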
Insulin prom up = MIN6 insulin promoter up-regulation; 190,000 compounds, 0.3% hits; MIN6 insulin promoter-GFP reporter, high-content imaging; active compounds read high; z-score at 5 µM;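 active means z-score above 3 at 5 µM with at least 500 cells counted in the well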
human PMI inhibition = MPI enzyme activity inhibition – biochemical, fluorescence intensity, coupled assay, primary screen (AID 1209). purified PMI enzyme, coupled fluorescence intensity; higher % means a stronger effect. 190,000 compounds, 0.42% hits. inhibition, % at 20 µM; hits with a dose series show IC50 in µM;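 further: plate controls were DMSO vehicle for no effect and wells lacking substrate for full effect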
Yfh1-depleted yeast = enhancers of respiration in Yfh1-depleted yeast, dose response, Friedreich's ataxia, plus single-dose screen (AID 1465); fold induction at 50 µM, or EC50 in µM where a hit was titrated; 220,000 compounds, 0.074% hits; S. cerevisiae Yfh1-off respiration, WST-1 reduction, 72 h; higher fold induction means a stronger effect;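 active means fold induction of absorbance versus untreated yeast above a set limit, then at least 30% activation at any dose in follow-up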;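 further: activators that raise dye reduction in frataxin-depleted yeast; strong numbers were not always called active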
human PMI inhibitors = human PMI inhibitors, high substrate, primary screen, biochemical, fluorescence intensity, high mannose 6-phosphate (AID 1220); recombinant PMI enzyme, coupled fluorescence intensity; higher % means a stronger effect; 190,000 compounds, 0.66% hits; one-dose inhibition, % at 20 µM; IC50 in µM for titrated hits
MT stabilizer = stabilizes microtubules in HeLa cells; AID 2205; HeLa tubulin immunostaining HCS, 24 h; share of cells brighter than vehicle mean+2SD; 200,000 compounds, 0.83% hits; % tubulin-high responders, % at 10 µM;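 active means plate Z-score above 3 for both tubulin-high and condensed-nucleus cell shares, with cell loss under 80%, at 10 µM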;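 further: anti alpha tubulin signal scored within the nucleus-defined area of each cell; some results filed as inactive read as strong as hits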
Autophagy HCS = autophagy modulation, high-content screen; 190,000 compounds, 0.98% hits; MEF GFP-LC3 puncta imaging; test concentration mostly 10 µM; AID 463193; calls only at 10 µM (by protocol);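 active means percentage of spot-positive cells more than 3 SD above its plate mean, without a fluorescence outlier flag or 80% toxicity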;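 further: spot-positive cell cutoff set from DMSO-treated cells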
WT yeast gro inh mutant strain = further read-out of WT yeast gro inh, marked with its call; inhibition, %; mitochondrial fusion phenotypic screen, mutant strain inhibition
Dynein cargo inh cytoplasmic EGFP = also measured in Dynein cargo inh; calls as there; z-score; measured here: cytoplasmic GR-EGFP intensity; active compounds read high
Dynein cargo inh nuclear GR-EGFP = second read-out of Dynein cargo inh, no call of its own (marks repeat the call); z-score; measured here: nuclear GR-EGFP intensity;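 lower value marks the stronger effect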
Dynein cargo inh cell count = further read-out of Dynein cargo inh, marked with its call; z-score; measured here: cell count per field
Insulin prom up cell count = further read-out of Insulin prom up, marked with its call; cell count; measured here: cytotoxicity, nuclei count;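 total cells summed across four imaged fields per well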
bCat nuc transl cell count 5 µM = second read-out of bCat nuc transl, no call of its own (marks repeat the call); cell count; measured here: cell count, cytotoxicity flag
MT stabilizer Hoechst-high % = second read-out of MT stabilizer, no call of its own (marks repeat the call); % Hoechst-high responders; measured here: nuclear condensation Hoechst responders;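 share of cells brighter than vehicle mean plus two SD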
MT stabilizer cytotoxicity % = second read-out of MT stabilizer, no call of its own (marks repeat the call); toxicity, %; measured here: cytotoxicity by cell density;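 0% = mean cell density of plate MIN control wells and 100% = no cells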
Autophagy HCS cell loss 18 h = further read-out of Autophagy HCS, marked with its call; toxicity, %; measured here: cell loss, nuclei count;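 cell loss after 18 h compound exposure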
Starred values were filed as active, the others as inactive; i = inactive; nt = not tested or not shown. Unless noted, no stated cut-off is given here; in the data, active means inhibition above about 50%; inactive means the rest.

SMILES | bCat nuc transl | bCat nuc transl cell count 5 µM | WT yeast gro inh | WT yeast gro inh mutant strain | Dynein cargo inh | Dynein cargo inh cytoplasmic EGFP | Dynein cargo inh nuclear GR-EGFP | Dynein cargo inh cell count | Insulin prom up | Insulin prom up cell count | human PMI inhibition | Yfh1-depleted yeast | human PMI inhibitors | MT stabilizer | MT stabilizer Hoechst-high % | MT stabilizer cytotoxicity % | Autophagy HCS | Autophagy HCS cell loss 18 h
COc1cc(C(N)=O)cc(Br)c1OC | nt | nt | 6 | -7 | 1.9 | -0.2 | 0.4 | -1.3 | nt | nt | 12% | i | 1% | 4.1 | 2.6 | 8.6 | i | -7
Cc1ccc(OCc2nnc(SCC(=O)c3ccccc3)n2-c2ccccc2)cc1 | -1.3 | 1150 | 56 | 18 | 1.2 | -0.25 | 0.52 | -0.059 | nt | nt | -7% | i | -6% | 2.5 | 2.1 | 5.8 | i | -5
CCC(C)(C)NC(=O)C(c1ccc(C)cc1)N(Cc1cccs1)C(=O)c1ccc2c(c1)OCCO2 (stereo unspecified) | -1.3 | 1327 | 74* | 2.6* | -1.4 | -0.18 | -0.74 | 1 | -1.1 | 1565 | 8% | nt | 10% | 2.0 | 2.5 | 4.0 | i | -25
Nc1nc(Nc2cccc(Cl)c2)nc(NCCO)c1[N+](=O)[O-] | 4.7 | 1229 | nt | nt | 0.05 | -0.25 | 0.48 | 0.13 | 0.33 | 1078 | nt | i | nt | nt | nt | nt | nt | nt
CCN(CC(=O)NCc1cccs1)S(=O)(=O)c1ccc(C(C)C)cc1 | 0.6 | 1327 | 7 | 3 | -1.3 | -0.21 | -1.2 | 0.38 | 0.39 | 1358 | 5% | i | 4% | 2.5 | 1.9 | 3.8 | i | -6
O=C(COc1ccc(Cl)cc1Cl)NCCSc1ccc(Cl)cc1 | 0.9 | 1091 | 27 | 19 | -1 | -0.095 | -0.38 | 0.57 | 0.59 | 852 | 12% | i | 12% | 1.3 | 1.9 | 8.4 | i | -5
Cn1c(Cn2c(=O)sc3ccccc32)nnc1SCC(=O)Nc1ccccc1 | -3.7 | 1229 | 10 | 5 | 0.83 | -0.19 | 0.78 | -0.024 | 0.55 | 1287 | -5% | i | -6% | 4.5 | 2.3 | 4.2 | i | -5
C=CCSc1n[nH]c(-c2ccc(OCCCC)cc2)n1 | nt | nt | 38 | 34 | -0.93 | -0.23 | -0.11 | 0.11 | nt | nt | 22% | i | 19% | 1.5 | 1.2 | 27 | i | 3
CCOc1ccc(-c2nn(-c3ccccc3)cc2/C=C2\SC(=S)N(Cc3ccco3)C2=O)cc1 | -2.1 | 1090 | -10 | -16 | -0.051 | -0.25 | -0.26 | 0.066 | -0.07 | 1484 | 2% | i | 3% | 7.4 | 1.8 | 5.8 | i | -6
O=C(N/N=C\c1ccco1)c1cncc(Br)c1 | 0.3 | 1028 | -6 | -18 | 0.65 | -0.27 | -0.055 | -0.09 | 0.68 | 1194 | 6% | i | 4% | 5.1 | 2.7 | 9.2 | i | -6
Nc1nc(Cl)cc(Sc2ccc(F)cc2)n1 | 3.1 | 1099 | 19 | 39 | 0.026 | -0.2 | -0.49 | 0.9 | -0.28 | 1863 | 4% | i | 10% | 1.4 | 1.7 | 6.9 | i | -1
COC(=O)c1sccc1NC(=O)CC1C(=O)NCCN1C(=O)c1ccc(C)c(C)c1 (stereo unspecified) | -0.9 | 1399 | nt | nt | 0.24 | -0.25 | 0.17 | 0.1 | -0.86 | 1003 | nt | i | nt | nt | nt | nt | nt | nt
Cc1cc(NC(=O)CSc2nnc(-c3cccnc3)n2C2CCCCC2C)no1 (stereo unspecified) | -4.5 | 1028 | nt | nt | -0.39 | -0.21 | 0.0067 | 0.54 | 0.37 | 807 | -1% | i | -6% | 1.9 | 1.3 | 6.0 | i | -6
CCCc1cc(=O)[nH]c(SCC(=O)NCCCC(=O)OCC)n1 | -0.1 | 719 | -15 | -1 | 0.076 | -0.19 | -0.07 | 0.75 | 3.1* | 1051* | 4% | i | -2% | 2.7 | 1.9 | 3.2 | i | 2
CCOP(=O)(c1ccccc1)C(O)c1ccccc1 (stereo unspecified) | -1.0 | 1055 | -23 | -15 | -0.5 | -0.27 | -0.53 | 0.77 | -0.1 | 1420 | -1% | i | -1% | 1.6 | 2.7 | 0.9 | i | -4
CC(C)N1CCN(Cc2ccc3nsnc3c2)CC1CCO (stereo unspecified) | -0.2 | 1052 | 12 | 21 | -0.41 | -0.33 | -0.4 | 0.59 | 1.3 | 1444 | -5% | i | -3% | 5.7 | 2.0 | 5.6 | i | 15
O=C(NC1CCCCC1)C(=O)c1c(-c2ccccc2)[nH]c2ccccc12 | 3.2 | 474 | 10 | -4 | -0.58 | -0.23 | 0.46 | 0.61 | 0.2 | 1295 | -3% | i | 4% | 2.6 | 2.7 | 5.3 | i | 18
COc1ccc(OC)c(NC(=O)C2C3C=CC(C3)C2C(=O)NCc2cccnc2)c1 (stereo unspecified) | 0.4 | 1089 | -25 | -10 | -0.13 | -0.22 | -0.46 | 0.73 | 0.13 | 1250 | -5% | i | -2% | 2.1 | 2.4 | 5.7 | i | -11
CCc1nnc(NC(=O)CSc2ccc(-c3nc4ccc(C)cc4[nH]3)cn2)s1 | 0.7 | 1134 | 5 | -12 | -0.0067 | -0.11 | 0.18 | -0.83 | 0.05 | 1460 | -2% | i | -19% | 5.2 | 1.7 | 5.8 | i | 7
CC(C)(C)c1ccc(/C([O-])=C(/C(=S)NCc2ccco2)[n+]2ccccc2)cc1 | -1.2 | 1108 | 43 | 2 | 0.0065 | -0.013 | 0.71 | 0.56 | 1.1 | 859 | -16% | i | -33% | 2.9 | 2.1 | 6.4 | i | -6
O=C(c1ccc2c(c1)N(Cc1ccccc1)C(=O)c1ccccc1S2)N1CCCC1 | 0.2 | 1236 | 2 | 5 | -0.46 | -0.24 | -0.33 | 1.1 | -0.1 | 1476 | 10% | i | 6% | 1.4 | 1.3 | 8.1 | i | 3
O=C(O)C1CCCN(C(=O)NCc2ccccc2)C1 (stereo unspecified) | -5.8 | 1092 | 7 | 11 | -0.36 | -0.25 | 0.019 | 0.9 | 0.55 | 1353 | -2% | i | 34% | 3.2 | 2.4 | 2.5 | i | -13
Cn1c(=O)n(Cc2ccccc2)c(=O)c2c1nc1n2CCS1 | -2.1 | 1089 | 14 | 23 | -1 | -0.22 | -0.56 | 1.2 | -0.12 | 1375 | -8% | i | -7% | 1.9 | 0.9 | 7.6 | i | 2
CC1CCC2C(=O)N(c3ccccc3OC(=O)c3ccccc3)C(=O)C2C1 (stereo unspecified) | -2.7 | 1523 | -9 | 0 | 0.23 | -0.2 | 0.43 | -0.66 | -0.04 | 1485 | -5% | nt | 10% | 2.5 | 1.9 | 3.2 | i | -2
CCOCCCNC(=S)Nc1ccc2nc3n(c(=O)c2c1)CCCCC3 | -1.7 | 1084 | -5 | -12 | 0.4 | -0.23 | 0.053 | -0.51 | -0.22 | 1246 | -6% | i | -1% | 4.8 | 3.0 | 11 | i | 4
Cc1ccc(C(=O)N2CCN(c3ccccn3)CC2)cc1[N+](=O)[O-] | -0.3 | 1511 | -2 | 9 | -0.32 | -0.31 | 0.12 | 0.99 | -0.03 | 1452 | 0% | i | -3% | 2.9 | 3.2 | 3.0 | i | 19
CCCCC(=O)Nc1ccc(Br)cc1C(=O)O | -5.4 | 1221 | 12 | 5 | -0.75 | -0.22 | -0.5 | 0.91 | -0.85 | 878 | -11% | i | -31% | 1.1 | 1.4 | 7.2 | i | 4
NNC(=O)COc1cccc2cccnc12 | -0.1 | 624 | -8 | -2 | -0.14 | -0.28 | -0.14 | -0.4 | nt | nt | -8% | nt | -9% | 3.4 | 1.4 | 3.6 | i | -2
C/C=N/N(c1ccccc1)c1ccccc1 | -1.1 | 1310 | nt | nt | 0.01 | -0.24 | 0.5 | 0.39 | -1.7 | 1017 | nt | i | nt | nt | nt | nt | nt | nt
Cc1ccccc1Nc1nc(CSc2nnnn2-c2ccccc2)cs1 | nt | nt | 48 | 21 | 2.5 | 0.01 | 1.1 | -0.51 | -0.26 | 921 | 17% | i | 7% | 0.8 | 1.1 | 7.7 | i | -16
Cc1ccc2nc(SCC(=O)Nc3cccc(S(=O)(=O)N(C)C)c3)[nH]c2c1 | -0.1 | 992 | 0 | 9 | -0.21 | -0.23 | 0.19 | 0.21 | -0.11 | 1397 | 22% | i | 10% | 6.7 | 6.0 | 1.5 | i | 3
COc1cc(NC(=O)CN(c2cc(C)cc(C)c2)S(=O)(=O)c2c(C)noc2C)cc(OC)c1 | 0.3 | 1102 | 20 | 5 | -0.45 | -0.3 | -0.19 | 0.79 | 0.23 | 1507 | 13% | i | 16% | 6.9 | 2.5 | 8.1 | nt | nt

Whole records from above. Screens in order: bCat nuc transl	bCat nuc transl cell count 5 µM	WT yeast gro inh	WT yeast gro inh mutant strain	Dynein cargo inh	Dynein cargo inh cytoplasmic EGFP	Dynein cargo inh nuclear GR-EGFP	Dynein cargo inh cell count	Insulin prom up	Insulin prom up cell count	human PMI inhibition	Yfh1-depleted yeast	human PMI inhibitors	MT stabilizer	MT stabilizer Hoechst-high %	MT stabilizer cytotoxicity %	Autophagy HCS	Autophagy HCS cell loss 18 h
Listed for C/C=N/N(c1ccccc1)c1ccccc1 : -1.1	1310	nt	nt	0.01	-0.24	0.5	0.39	-1.7	1017	nt	i	nt	nt	nt	nt	nt	nt
Listed for COc1cc(NC(=O)CN(c2cc(C)cc(C)c2)S(=O)(=O)c2c(C)noc2C)cc(OC)c1 : 0.3	1102	20	5	-0.45	-0.3	-0.19	0.79	0.23	1507	13%	i	16%	6.9	2.5	8.1	nt	nt
